# Source: PubChem
# Keap1-Nrf2 PPI – Keap1-Nrf2 protein-protein interaction inhibitors, primary screen, biochemical, fluorescence polarization, single point. actives 0.15% (n = 340,000). inhibition, % at 9.4 µM. Kelch-like ECH-associated protein 1 (Homo sapiens), Q14145. AID 504523, 2011. Keap1 Kelch-Nrf2 peptide fluorescence polarization, 1536-well; in the data active = inhibition above about 12%;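 note: human Keap1 Kelch domain with fluorescein labeled Nrf2 9mer peptide probe; 0% = neutral control wells and 100% = peptide positive control; higher means more block of Keap1 binding to Nrf2 peptide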
# Target sequence (Q14145 whole entry, looked up, the tested form may be a part): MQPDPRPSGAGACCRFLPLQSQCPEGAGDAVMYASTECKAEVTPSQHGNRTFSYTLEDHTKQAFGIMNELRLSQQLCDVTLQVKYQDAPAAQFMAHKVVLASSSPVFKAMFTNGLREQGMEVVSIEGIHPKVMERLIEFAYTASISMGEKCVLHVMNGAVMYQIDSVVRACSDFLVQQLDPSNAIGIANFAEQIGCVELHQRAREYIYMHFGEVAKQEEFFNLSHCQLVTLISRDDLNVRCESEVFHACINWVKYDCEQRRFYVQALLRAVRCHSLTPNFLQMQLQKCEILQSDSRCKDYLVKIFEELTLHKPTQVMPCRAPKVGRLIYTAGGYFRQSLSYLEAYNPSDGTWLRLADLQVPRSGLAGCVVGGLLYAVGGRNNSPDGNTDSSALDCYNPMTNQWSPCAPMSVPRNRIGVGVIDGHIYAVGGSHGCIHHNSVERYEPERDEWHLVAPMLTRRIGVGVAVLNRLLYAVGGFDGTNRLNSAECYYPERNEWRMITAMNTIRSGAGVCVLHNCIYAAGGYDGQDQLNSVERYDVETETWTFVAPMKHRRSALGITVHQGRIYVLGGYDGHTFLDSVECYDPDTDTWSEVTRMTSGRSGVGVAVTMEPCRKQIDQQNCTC
# dFosB act – activators of delta FosB homodimer, primary screen, biochemical, fluorescence polarization, TAMRA-CDK5 oligo, single point | Protein FosB (Mus musculus), P13346 | AID 493131, 2011 | actives 0.99% (n = 340,000) | activation, % at 25 µM | purified delta FosB; percent of positive-control signal above neutral wells;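 active = mean activation above about 17%, with every replicate also reaching it, limit read from the data, passing the limit was not always enough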;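 note: fluorescence polarization rise as delta FosB binds a TAMRA Cdk5 AP-1 oligo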
# Target sequence (P13346 whole entry, looked up): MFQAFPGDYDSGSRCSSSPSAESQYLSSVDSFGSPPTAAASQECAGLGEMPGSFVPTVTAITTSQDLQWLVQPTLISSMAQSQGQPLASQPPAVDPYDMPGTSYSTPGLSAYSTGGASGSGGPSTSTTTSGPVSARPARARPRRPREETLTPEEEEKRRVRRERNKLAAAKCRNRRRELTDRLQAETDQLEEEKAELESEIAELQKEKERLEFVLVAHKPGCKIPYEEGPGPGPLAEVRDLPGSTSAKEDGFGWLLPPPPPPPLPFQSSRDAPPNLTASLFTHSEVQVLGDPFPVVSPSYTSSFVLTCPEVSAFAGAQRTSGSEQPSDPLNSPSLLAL
# cardiac RTF act – cardiac RTF calcium sensitivity activators, primary screen, biochemical, IANBD-TnC fluorescence, EC20 calcium. AID 493008, 2010. actives 0.24% (n = 340,000). IANBD-labeled TnC RTF fluorescence at EC20 calcium; 0% EC20 calcium, 100% full calcium. Troponin I, cardiac muscle (Homo sapiens) + Troponin T, cardiac muscle (Homo sapiens) + …. activation, % at 7.2 µM;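 active = activation above the mean over all tested compounds plus 3 SD, cut at about 30% in these data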;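 note: rise in fluorescence read as greater calcium sensitivity of cardiac thin filaments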
# PfHsp90 set2 – growth inhibition of PfHsp90-expressing yeast, primary screen, antimalarial PfHsp90 inhibitor project, S. cerevisiae, BacTiter-Glo luminescence, single point, set 2; BacTiter-Glo ATP, 48 h; yeast lacking PDR1 and PDR3 efflux regulators; inhibition, % at 9.4 µM; actives 0.32% (n = 310,000); AID 504621, 2011;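 active = every replicate shows inhibition above about 80%, whatever the replicate mean, limit read from the data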;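 note: 0% = DMSO neutral controls and 100% = 20 µM radicicol positive controls; yeast relying on Plasmodium falciparum Hsp90 in place of its own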
# CDK5 p35 inh – inhibitors of human CDK5/p35 kinase, primary screen, biochemical, single concentration. Recombinant CDK5/p35, ADP-Glo luminescence, 60 min. inhibition, % at 10 µM. actives 0.01% (n = 330,000). AID 488839, 2010;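 active = highest replicate inhibition of at least 50% and at least 75% of replicates reaching 50%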;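 note: plate controls were DMSO neutral control for no effect and GW8510 at 10 µM for full effect; many of its hits are not listed in these tables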
# RTF Ca sens inh – cardiac RTF calcium sensitivity inhibitors, primary screen, biochemical, IANBD-TnC fluorescence, EC70 calcium | IANBD-labeled cardiac RTF, Ca2+ fluorescence | inhibition, % at 7.15 µM | actives 0.12% (n = 340,000) | AID 493244, 2011;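 active = inhibition above the mean inhibition of all tested compounds plus 3 SD, cut at about 17% in these data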;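 note: assay run at fixed EC70 calcium of 1.6 mM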
# C-LANA FP – inhibitors of KSHV C-LANA binding to DNA, primary screen, biochemical, fluorescence polarization, FAM-LBS DNA, MBP-C-LANA, single point | Kaposi's sarcoma herpesvirus LANA C-terminal domain (residues 932-1162) DNA binding | inhibition, % at 9 µM | actives 0.078% (n = 340,000) | AID 504423, 2011;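 active = highest replicate inhibition at or above 60% at 9 µM, even if other replicates fall short; inactive = all replicates below 60% inhibition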;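 note: 0% = neutral control wells and 100% = 4 µM acridine orange control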
# NSD2 HMT inh – NSD2 histone methyltransferase inhibitors, primary screen, biochemical, AlphaScreen, single concentration, set 2; AID 743445, 2014; inhibition, % at 12.5 µM; Histone-lysine N-methyltransferase NSD2 (Homo sapiens), O96028; NSD2 peptide methylation, 120 min; actives 0.54% (n = 310,000); in the data active = inhibition above about 50%
# Rtt109 HAT inh – inhibitors of C. albicans Rtt109/Vps75 HAT, primary screen, biochemical, ThioGlo CoA-SH fluorescence, plate reader; Histone acetyltransferase RTT109 (Candida albicans (strain SC5314 / ATCC MYA-2876)), …; purified Rtt109/Vps75, 4 h; inhibition, % at 34.9 µM; actives 0.16% (n = 330,000); AID 540336, 2011;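 active = inhibition of at least 50% in every replicate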
# PvdQ acylase – P. aeruginosa PvdQ acylase inhibitors, primary screen, biochemical, fluorescence, plate reader and imaging, single point | PvdQ acylase [Pseudomonas aeruginosa LESB58] | purified PvdQ acylase | inhibition, % at 10 µM | actives 0.063% (n = 340,000) | AID 488965, 2010; in the data active = inhibition above about 30%, passing the limit was not always enough;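 note: 0% = vehicle neutral wells and 100% = reference inhibitor wells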
# SUMO Mot1 rescue – yeast Mot1-301 growth rescue at high temperature, primary screen, SUMOylation pathway inhibitor project, S. cerevisiae, ATP luminescence, 38.5C. S. cerevisiae Mot1-301 growth rescue; percent above DMSO median, 100 means doubled. growth rescue, % at 18.8 µM. actives 1% (n = 320,000);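 active = every valid replicate shows activation above 250% relative to neutral control wells; inactive = the rest, any valid replicate at or below 250%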;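 note: OY570 slx delta 5 strain wells were the positive control but not used for scaling; some compounds called inactive have numbers as strong as hits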
# Starred values were filed as active, the others as inactive; / = not tested or not shown. The order is random; 3.2% or so of the library scored in one or more.
canonical_smiles,Keap1-Nrf2 PPI,dFosB act,cardiac RTF act,PfHsp90 set2,CDK5 p35 inh,RTF Ca sens inh,C-LANA FP,NSD2 HMT inh,Rtt109 HAT inh,PvdQ acylase,SUMO Mot1 rescue
COc1ccc(-c2cc(=O)oc3c(C)c(O)c(CN(C)C)cc23)cc1,1,-5,4,-7,2.4,-12,0.9,2,-3,-8,157
CN(C)C(=O)c1ccc(NS(=O)(=O)c2ccc3c(c2)OCCO3)cc1,4,-7,-4,-16,0.4,2,1.4,-2,-3,-9,1
CN(C)C(=O)CN1CCN(Cc2cn(C)nc2-c2ccc3c(c2)OCCO3)CC1,-3,2,3,11,-3.5,0,-0.4,-9,-5,-8,/
CCn1nc(C)c(CN2CCCC(C(=O)c3cccc(OC(C)C)c3)C2)c1C (stereo not given),1,5,-2,-2,-1.4,10,0.8,4,-3,-5,11
Clc1ccc2c(N3CCCC3)ccnc2c1,3,13,-4,-1,0.7,-5,-0.7,6,0,9,-5
O=C(CSc1nnc(-c2ccc(F)cc2)n1-c1ccccc1)NCCN1C(=O)CSC1=O,-1,-3,5,5,-2.5,-6,2.3,-1,-3,-18,5
CCCCCC(=O)Nc1nc(C)c(-c2csc(Nc3cc(OC)ccc3OC)n2)s1,-2,-1,0,-7,0.7,9,-1.5,/,-2,-1,-4
CC(=O)NC(=S)Nc1ccc(NC(=O)COc2ccc(C(C)C)cc2)cc1,-5,-10,-1,8,-1.0,-2,-0.6,-3,/,-13,9
CCC(=O)OCC(=O)c1c(N)n(Cc2ccccc2)c(=O)n(C)c1=O,2,-12,-5,0,0.3,5,0.3,0,4,3,-12
Cc1ccc(C)c(S(=O)(=O)N/N=C/c2ccc(N(C)C)cc2)c1,-4,-11,5,13,0.5,-14,-1.5,8,1,-4,5
COc1ccc(N2CCC(CNC(=S)Nc3cc(C)cc(C)c3)C2)cc1 (stereo not given),-3,-5,2,-5,1.4,-2,-0.8,6,1,-6,-12
CCOc1ccc(CN2CCN(Cc3cnn(CC)c3C)CC2CCO)cc1 (stereo not given),0,5,-1,0,1.1,-3,4.0,30,-3,-4,9
Cc1ccc(S(=O)(=O)N[C@@H](Cc2ccccc2)C(=O)N2CCC(C(=O)N[C@@H](CCC(N)=O)C(=O)O)CC2)cc1,-2,3,-6,1,-0.5,-8,-0.3,-4,-9,-5,-7
COc1ccccc1C(=O)N/C(=C\c1cn(S(=O)(=O)N(C)C)c2ccccc12)C(=O)N1CCCCC1,3,-9,4,22,-0.7,3,1.7,0,-5,-2,3
O=C(c1ccc2c(c1)C(=O)N(c1ccc(Cl)cc1)C2=O)N1CCN(c2ccccn2)CC1,-2,-11,-1,-20,0.1,6,-2.6,-5,3,-14,232
O=C(CN1C(=O)CCC1=O)Nc1nc(-c2nc3ccccc3s2)cs1,-2,-31,-2,-2,-1.1,-14,2.0,/,14,-7,9
C=CCOc1ccc(CNC(C)(C)C)cc1OC,-4,-4,-3,21,-0.6,1,-1.2,0,-10,-2,/
CC(C)=C1SC(N2CCN(Cc3ccccc3)CC2)=NC1=O,2,-3,0,/,0.4,-11,2.0,1,/,-7,-9
Cc1ccc(-n2nc3ccc(N)cc3n2)cc1,-4,1,-4,7,-1.4,1,-0.9,3,-6,-13,27
CCC(CO)Oc1cc(NCc2ccccc2OC)c2ncn(C(C)C)c2c1 (stereo not given),-4,-4,3,9,1.9,-10,-0.1,/,1,7,4
O=C(CC1C(=O)N(c2ccc(Cl)cc2)C(=S)N1CCc1ccncc1)Nc1ccc(F)cc1 (stereo not given),-5,0,39*,-16,-16,1,0.4,-1,7,-10,157
COc1ccc(-c2cn[nH]c2N)cc1OC,-8,1,6,5,0.9,-6,-2.0,-1,7,4,-7
CCn1ccnc1CN(C)C(=O)c1cc(COc2c(F)cccc2F)on1,-2,1,2,16,-0.9,3,0.3,-1,3,-6,-4
CN(C)S(=O)(=O)n1cnc(C(CCO)c2ncn(S(=O)(=O)N(C)C)c2CCCO)c1 (stereo not given),-3,-2,-1,-31,-1.1,-1,0.4,/,-1,-14,-5
COc1ccc(C)cc1NC(=O)NNC(=O)C(C)Oc1ccc(F)cc1Cl (stereo not given),2,-1,-2,-6,-1.3,-8,-0.6,0,6,-4,-1
CSCC[C@H](NC(=O)[C@H](Cc1ccccc1)n1c(=O)[nH]c2ccccc2c1=O)C(=O)NCC1CCC(C(=O)O)CC1 (stereo not given in full),-3,-7,5,-11,-0.9,-3,-1.1,/,5,-9,-5
COc1ccc(OC)c(NC(=O)CCn2ccnc2)c1,-5,2,4,-12,-0.1,-1,-1.1,-2,1,-13,11
Cn1c(SCC(=O)O)nnc1C1CCCCC1,-3,-3,-1,-4,-0.2,-27,-5.6,-1,15,-7,9
CCCS(=O)(=O)N1CCCC(C(=O)N2CCN(c3ccccc3)CC2)C1 (stereo not given),-5,-5,-3,-13,-1.6,-18,-1.2,-4,-17,-11,-11
Cc1ccc(C(=O)CSc2nnc(COc3ccc(C#N)cc3)n2-c2ccccc2)cc1,-5,-3,1,-18,0.1,-11,0.6,2,2,-12,10
O=C(c1cccc(Cl)c1)N1CCN(S(=O)(=O)c2ccc(Cl)s2)CC1,0,-11,-2,-8,-1.9,0,0.2,0,-2,-21,-4
COc1ccc(NC(=O)CSc2cc(C)nc3c(-c4ccccc4)cnn23)cc1,-4,-5,3,-29,-0.7,-12,1.5,-3,1,-10,7
CCc1nc(SCC(=O)Nc2ccccc2C(=O)OC)n[nH]1,-1,0,-2,-8,0.0,-22,1.5,1,4,-6,/
CC1(C)C(=O)N(c2ccccc2)C1c1ccccc1O (stereo not given),-4,-3,3,13,-0.6,-8,-2.4,-3,-2,-18,-10
Cc1cc(NS(=O)(=O)Cc2ccccc2)cc(C)c1OCC(=O)N1CCOCC1,-4,-2,-6,7,-0.5,4,0.9,-2,1,-12,-2
O=C(COc1cc2oc(=O)c3c(c2cc1Cl)CCC3)NCC1CCC(C(=O)O)CC1 (stereo not given),-2,-5,8,-6,0.2,7,-0.6,-6,1,-13,-2
CC(=O)Nc1ccc(NC(=O)CSc2nnc(C3CC3)n2C)cc1,-3,-3,7,-24,-0.4,-11,-0.8,-4,1,-14,-3
Cc1cc(C)c(NC(=O)CS(=O)CC(=O)Nc2ccc(-n3cnnn3)c(C)c2)c(C)c1 (stereo not given),-1,-4,-2,-20,0.1,2,0.8,3,-18,-11,5
Cc1ccc(NS(=O)(=O)c2ccc(C(=O)NCC3CCCO3)cc2)cc1 (stereo not given),1,2,1,18,-0.9,-4,-0.1,-1,-1,-10,-4
COc1cc(C2NC(=S)NC(C)=C2C(=O)OC(C)C)ccc1OC(C)C (stereo not given),-7,-1,3,5,1.7,-12,-1.0,0,3,-15,/
Cc1ccc(-n2ncc3c(=O)n(CC(=O)N(C)C)cnc32)cc1,-5,2,2,18,1.3,-1,2.1,0,1,-15,10
COc1cc(OC)cc(C(=O)NC2CCN(Cc3nnnn3Cc3cccs3)CC2)c1,-9,-7,0,-15,-0.4,-9,1.0,-1,-7,-7,9
Cc1cc(C(=O)N/N=C2\CCCC(C)C2)n[nH]1 (stereo not given),-3,-3,13,/,-9.3,-20,-0.4,-6,4,-19,9
CCOC(=O)CNC(=O)N1CCCC(N(C)CCc2ccccc2)C1 (stereo not given),7,-5,1,-17,-2.4,-2,-1.3,4,4,-15,27
CCc1nnc(NC(=O)CCC(=O)N2CCN(S(=O)(=O)c3ccc(OC)cc3)CC2)s1,-1,-1,-6,21,0.3,-5,0.9,0,5,-6,-2
N#Cc1c([N+](=O)[O-])cc([N+](=O)[O-])cc1S(=O)(=O)Cc1ccccc1,4,-2,-6,-6,-0.5,0,-0.5,/,12,13,237
NC(=O)CC(NC(=O)c1ccccc1)c1ccc(NCCCN2CCCC2=O)c([N+](=O)[O-])c1 (stereo not given),-2,1,4,12,3.8,-8,-0.7,/,2,6,5
Cc1ccccc1C(=O)Nc1ccnn1C1CCN(Cc2ccncc2)CC1,1,-1,-2,-3,2.2,5,2.9,9,-5,-3,11
Cc1ccc(-n2nc(C)c3c2OC(N)=C(C#N)C3c2ccc(C)o2)cc1 (stereo not given),4,4,2,17,0.0,-16,2.6,/,0,7,-11
CCCCn1c(N)c(NCc2ccccc2)c(=O)[nH]c1=O,-2,-8,-1,0,0.3,2,3.6,-5,0,-12,54
O=S1(=O)CCOCCCN1Cc1ccccc1,-1,1,-1,14,-0.8,1,1.4,/,-1,-4,9
Cc1ccc(NC(=O)c2ccc(S(=O)(=O)N3CCC(C)CC3)cc2)cc1,-2,3,2,/,-0.6,-2,1.4,-1,-5,-17,-1
CC(=O)Nc1ccc2nc(-c3ccco3)[nH]c2c1,-5,-4,13,44,0.1,-20,-4.2,47,-5,-13,105
COc1ccc(Cl)cc1S(=O)(=O)n1ccnc1,-2,4,0,-18,-1.1,-1,-1.1,1,-1,-6,0
C/C(=N\N1C(=O)c2ccccc2C1=O)c1cccc([N+](=O)[O-])c1,-1,11,-1,1,-1.2,2,-1.4,-1,11,-6,-1
